D3 ag: qHTS of D3 Dopamine Receptor Agonist: qHTS; D3R DiscoveRx beta-arrestin cells, luminescence, 90 min; max activation, %; actives 0.58% (n = 410,000); AID 652048, 2013; in the data active means max activation above about 30%; further: 0% is about no effect; mostly tested at two doses, the higher about 12 µM
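Cells at 1500/well, incubated overnight, then treated with pinned compounds (dopamine as control) for 90 min at 37 degrees C. DiscoveRx reagent added for 30 - 60 minutes at room temperature; luminescence read.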
EPAC2 ag: qHTS for Agonist of cAMP-regulated guanine nucleotide exchange factor 4 (EPAC2): primary screen; Rap guanine nucleotide exchange factor 4 (Homo sapiens), Q8WZA2; EPAC2 activation, biochemical qHTS; response scale: 100% = 6.5 mM cAMP response; Potency, µM (series often up to 154 µM), for inactives: at the highest dose activation, hits mostly activators; AID 720711, 2013; actives 0.079% (n = 360,000); further: potency means the concentration at half of the fitted maximal effect; nearly all actives have a fitted effect of over 50% in size
Target sequence (Q8WZA2 whole entry, looked up): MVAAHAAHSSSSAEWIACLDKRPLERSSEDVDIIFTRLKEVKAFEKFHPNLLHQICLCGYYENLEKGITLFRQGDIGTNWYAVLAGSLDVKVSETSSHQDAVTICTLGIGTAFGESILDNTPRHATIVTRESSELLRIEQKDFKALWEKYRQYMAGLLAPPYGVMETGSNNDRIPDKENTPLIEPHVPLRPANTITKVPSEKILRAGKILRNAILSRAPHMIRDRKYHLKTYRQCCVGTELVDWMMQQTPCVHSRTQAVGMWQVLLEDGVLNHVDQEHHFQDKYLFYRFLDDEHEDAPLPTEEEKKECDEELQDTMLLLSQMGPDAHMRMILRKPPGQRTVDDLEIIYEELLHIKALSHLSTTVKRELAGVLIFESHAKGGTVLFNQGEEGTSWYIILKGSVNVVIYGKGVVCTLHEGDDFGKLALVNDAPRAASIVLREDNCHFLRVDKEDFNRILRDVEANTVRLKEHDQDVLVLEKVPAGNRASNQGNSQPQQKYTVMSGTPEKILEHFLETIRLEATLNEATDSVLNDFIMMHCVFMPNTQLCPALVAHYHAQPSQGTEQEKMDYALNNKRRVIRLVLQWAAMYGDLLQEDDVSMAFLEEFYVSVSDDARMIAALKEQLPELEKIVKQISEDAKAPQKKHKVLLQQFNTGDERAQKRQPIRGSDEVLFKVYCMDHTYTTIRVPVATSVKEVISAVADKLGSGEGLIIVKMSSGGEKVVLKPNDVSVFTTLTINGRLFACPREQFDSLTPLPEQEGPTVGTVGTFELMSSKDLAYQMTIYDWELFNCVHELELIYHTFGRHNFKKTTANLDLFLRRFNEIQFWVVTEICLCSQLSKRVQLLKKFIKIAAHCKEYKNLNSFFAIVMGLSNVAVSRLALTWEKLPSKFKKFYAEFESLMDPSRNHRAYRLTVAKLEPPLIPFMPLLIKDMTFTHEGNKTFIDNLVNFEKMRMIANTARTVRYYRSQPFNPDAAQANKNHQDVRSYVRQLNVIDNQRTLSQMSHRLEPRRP
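Guanine nucleotide exchange by EPAC2 is measured as reduced fluorescence of BODIPY-GDP once it is released from 250 nM Rap1B. Plates are read kinetically for 30 min at room temperature; results are scaled to 6.5 mM cAMP.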
EPAC2 antag: qHTS for Antagonist of cAMP-regulated guanine nucleotide exchange factor 2 (EPAC2): primary screen | EPAC2 GEF exchange of Rap1B-BODIPY-GDP, fluorescence | AID 720708, 2013 | Potency, µM (doses to about 114 µM), inactives show top-dose activity, negative = inhibition, most hits filed as inhibitors | actives 0.18% (n = 360,000); further: potency means the concentration at half of the fitted maximal effect; on the % scale 0 is the no-effect control and ±100 the full control effect; nearly all actives have a fitted effect of over 45% in size; many of its hits are not listed in these tables
Abeta rescue: qHTS for compounds that reverse cellular toxicity of Amyloid beta (A-beta) peptide in yeast: Primary Screen. Potency, µM (top dose mostly 46.1 µM), for inactives: at the highest dose growth rescue, most hits filed as activators. yeast expressing A-beta42, growth rescue, OD600, 48 h; response scale: 0% DMSO, 100% iron-clioquinol control. actives 0.063% (n = 410,000); further: potency means the concentration at half of the fitted maximal effect; nearly all actives have a fitted effect of over 55% in size
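Yeast growth medium received pinned compounds, then yeast cells expressing toxic A-beta were added; plates incubated at 30 C for 48 hr. Growth read as absorbance at 600 nm, normalized to DMSO and equimolar FeCl3 plus clioquinol controls.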
DRD3 antagonist: qHTS of D3 Dopamine Receptor Antagonist: qHTS. D3R cells, DiscoveRx beta-arrestin luminescence, antagonist mode; active compounds read low. max response, negative = inhibition, %. actives 2.5% (n = 360,000); in the data active means max response below about -50%; inconclusive means no clear call, values can overlap the other calls; further: on the % scale 0 is the no-effect control and ±100 the full control effect; mostly tested at two doses, the higher about 12 µM
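Cells plated overnight at 1500 cells/well, then exposed to library compounds with dopamine controls for 90 minutes at 37 degrees C. DiscoveRx reagent added for 30–60 minutes at room temperature; luminescence read, quantitative HTS format.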
aSyn rescue: qHTS of alpha-syn Inhibitors; Potency, µM (top dose mostly 46.1 µM), without a hit: top-dose growth rescue (activation), usual class: activators; Yeast expressing alpha-synuclein, growth rescue, BacTiter-Glo, 24 h; actives 0.14% (n = 370,000); further: potency means the concentration at half of the fitted maximal effect; % of control where 0% means no effect; nearly all actives have a fitted effect of over 65% in size
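Galactose-induced alpha-syn yeast (OD600=0.02, raffinose-pregrown) + pinned cpd, 24 hr, 30 deg C; growth by BacTiter-Glo luminescence. Growth restoration scores as activation.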
FUS yeast rescue: qHTS for Suppressors of FUS Proteinopathy: Primary screen using FUS-linked yeast assay; S. cerevisiae FUS-expressing, growth rescue, OD600, 24 h; Potency, µM (titrated, usually from 76.6 µM), for the others: at the highest dose growth rescue (activation), usual class: activators; actives 0.24% (n = 390,000);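 further: potency means the concentration at half of the fitted maximal effect; plate controls were DMSO vehicle for no effect and reference control for full effect; nearly all actives have a fitted effect of over 55% in size; some results filed as inactive show a strong effect at the top dose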
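FUS-expressing yeast, raffinose-pregrown, induced in 2% galactose minimal medium at OD 0.005; compounds in a dilution series, 24hr at 30C. Growth restoration read as absorbance at 600 nm. CP55940 positive control, DMSO negative.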
TDP-43 yeast inh: qHTS of TDP-43 Inhibitors | AID 652104, 2013 | TDP-43 expressing yeast growth rescue, BacTiter-Glo, 24 h | Potency, µM (doses to about 46.1 µM), for the others: at the top dose growth rescue (activation), most hits filed as activators | actives 1.8% (n = 410,000); further: potency means the concentration at half of the fitted maximal effect; % of control where 0% means no effect; nearly all actives have a fitted effect of over 50% in size
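Galactose-induced TDP-43 yeast, OD600=0.02, compound pinned; 24 hr, 30 deg C; BacTiter-Glo luminescence for growth. Inhibitors of TDP-43 toxicity read as activators.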
The depositor's hits bear a star; ? = inconclusive; / = no result given; [ ] = remark or other dose. Unless noted, the call rests on the fitted dose curve; in most records, active means well fitted curve in the direction sought with a large enough effect; inconclusive means small, poorly fitted or top-dose-only effect, or another doubt; inactive means no such curve, though single readings can be large; an effect the other way counts as inactive or inconclusive. The list is partial; count on the stated rates, not on these rows.

SMILES	D3 ag	EPAC2 ag	EPAC2 antag	Abeta rescue	DRD3 antagonist	aSyn rescue	FUS yeast rescue	TDP-43 yeast inh
S=C(Nc1ccccc1)Nc1ccccc1-n1cccc1	-5	11%	7%	13µM*	-8	16%	-1%	?
COc1cc(OC)cc(C(=O)NCC(=O)OCC(=O)/C=C2/N(C)c3ccccc3C2(C)C)c1	17	-4%	-15%	8%	29	2%	25%	12%
O=C(CSc1ncccc1-c1nc2ccccc2[nH]1)N1CCN(c2ccccc2F)CC1	4	9%	-2%	1%	-16	10%	9%	-14%
C=CCN(CC=C)C(=S)NC(=O)c1ccc(C)c(Br)c1	-17	3%	-4%	19%	-20	14µM*	/	?
COc1ccc(CCNS(=O)(=O)c2ccc(Cl)cc2)cc1OC	-13	14%	-2%	-2%	-16	4%	-7%	12%
O=C(CN1CCC(n2cnc3cc(F)ccc32)CC1)Nc1ccccc1Br	1	11%	-3%	-4%	-14	5%	-27%	2%
C#CCn1c(=NC(=O)c2ccc(Br)s2)sc2cc(NC(C)=O)ccc21	6	-1%	3%	-8%	9	-1%	/	12%
COc1ccc(-c2ccc(-c3cc(=O)oc4cc(OC)c(OC)c(OC)c34)cc2)cc1F	-1	9%	10%	-11%	-15	-2%	-9%	-13%
O=C(NCc1csc(-c2cccs2)n1)c1ccccc1	2	5%	-2%	2%	-5	-2%	14%	1%
Cc1cc(Cl)c(S(=O)(=O)Nc2ccc3c(c2)OCCO3)cc1OCC(N)=O	2	3%	-1%	9%	11	1%	15%	18%
C#CCSc1nc(-c2ccccc2)c2cc(Cl)ccc2n1	9	/	/	-12%	/	/	-16%	-12%
Cc1cccc(C)c1NC(=O)C1(C)c2cccc[n+]2CC(=O)N1Cc1cccs1 (stereo unspecified)	-7	6%	3%	-2%	-12	-10%	38%	3%
O=C(N/N=C/c1ccccc1)c1ccc(N2CCOCC2)c([N+](=O)[O-])c1	3	0%	9%	22%	14	0%	/	22%
C#CC(CO)N(CCN(Cc1ccccc1)C(C#C)CO)Cc1ccccc1 (stereo unspecified)	-13	-3%	-4%	-9%	13	-22%	/	-13%
O=S(=O)(c1ccccc1Br)N(Cc1ccccc1)CC(O)COCc1ccccc1 (stereo unspecified)	-19	21%	-9%	-22%	0	-2%	31%	?
CC(C)(C)n1nnnc1C(c1ccncc1)N(Cc1ccccc1)Cc1ccco1 (stereo unspecified)	-1	-1%	-7%	8%	-4	4%	25%	7%
CCOc1ccc(-n2c(=O)c3c4c(sc3n(Cc3cccc(C)c3)c2=O)CCCC4)cc1	4	/	/	-9%	/	/	-3%	0%
O=C(NCc1ccco1)C1OCCc2ccccc21 (stereo unspecified)	3	3%	-1%	7%	5	2%	32%	0%
CCN(CC)S(=O)(=O)c1ccc(NC(=O)[C@H](CSCc2ccccc2)N2Cc3ccccc3C2=O)cc1	2	/	/	6%	/	3%	?	?
CSc1ccc(CCNC(=O)CN2C(=O)COc3ccc(S(=O)(=O)N4CCCC4)cc32)cc1	-5	/	/	-6%	/	/	24%	-1%
CCOc1ccc(NC(=O)COc2ccc(S(=O)(=O)N3CCOCC3)cc2)cc1	2	-6%	1%	10%	29	7%	5%	29%
COCCN(C(=S)Nc1ccccc1OC)C(C)c1cccs1 (stereo unspecified)	2	6%	1%	-6%	-4	?	8%	13%
CCCCNC(=O)C1CCCN1S(=O)(=O)c1cccc2nsnc12 (stereo unspecified)	-3	7%	2%	1%	7	1%	16%	-4%
O=C(Cn1cccc1C(=O)c1ccccc1)NCc1ccccc1	-5	4%	-1%	-10%	0	-1%	19%	17%
CN1CCN(c2cc(C(F)(F)F)nc(-c3ccccn3)n2)CC1	6	6%	11%	-23%	19	0%	-15%	-10%[9.22 µM]
More results
SMILES	D3 ag	EPAC2 ag	EPAC2 antag	Abeta rescue	DRD3 antagonist	aSyn rescue	FUS yeast rescue	TDP-43 yeast inh
CCc1ccc(OCC(=O)NC(=S)Nc2ccc(S(=O)(=O)NC3CCCCC3)cc2)cc1	3	11%	-8%	0%	-5	-1%	0%	-4%
CCCCC(CCc1ccccn1)C(=O)c1ccccc1 (stereo unspecified)	-7	-10%	-13%	-6%	-3	-5%	/	-19%
O=C(CSc1nc2ccccc2c(=O)n1CCCN1CCOCC1)NCCc1ccccc1	3	3%	1%	-4%	-10	2%	4%	18%
Cc1c(C(=O)Nc2ccc3c(c2)OCCO3)oc2ccc(Br)cc12	4	7%	-1%	2%	6	-16%	/	6%
Cn1cccc1/C=C1\SC(=Nc2ccc(O)cc2)NC1=O	-8	3%	-4%	-4%	?	-6%	19%	1%
Cc1ccc(S(=O)(=O)NCc2ccccc2)cc1C(=O)NCc1ccccn1	9	-3%	8%	4%	5	0%	10%	4%
Cc1ccc(CNC(=O)CCc2nc3ccccc3c(=O)[nH]2)cc1	-5	3%	9%	-13%	12	-9%	14%	-4%
O=C1NC(=O)c2cc3ccccc3cc21	-1	12%	6%	-26%	-6	0%	2%	-9%
Cc1ccc(CNC(=O)CCCN2C(=S)NC(C)(C)CC2C)cc1 (stereo unspecified)	2	3%	3%	-7%	5	8%	2%	11%
CCc1nnc(NC(=O)CSc2nc3c(C)cccc3[nH]2)s1	12	-5%	-2%	-16%	30	6%	14%	13%
Cc1ccc(S(=O)(=O)N(C)CC(=O)N2CCC(C(N)=O)CC2)cc1	-10	5%	1%	-10%	-5	-1%	4%	-23%
CCCn1c(C(C)C)n[nH]c1=S	4	8%	1%	-6%	-2	0%	-9%	-14%
Cc1cc(Cl)nc(SCC(=O)c2ccccc2)n1	6	15%	-13%	13%	3	10%	-17%	?
CC1CN(C(=S)Nc2ccccc2)CC(C)O1 (stereo unspecified)	4	5%	-3%	5%	1	6%	-22%	-4%
Cc1ccc(SCC(=O)OCC(=O)N(C)CC(=O)Nc2ccccc2Cl)cc1C	1	9%	-8%	?	3	11%	14%	5%
O=C(COC(=O)c1ccco1)NCC1CCCCC1	0	15%	-4%	5%	-25	-2%	28%	-21%
O=C(NC1CCCC1)C(c1ccc(F)cc1)N(Cc1ccccc1)C(=O)c1csnn1 (stereo unspecified)	-8	5%	9%	-2%	-7	-13%	32%	-10%
Cc1cc(C)c2c(c1)c(C)cc1nnc(SCc3ccccc3C#N)n12	12	/	/	1%	/	/	16%	?
CCOc1ccc(N(CC(=O)NC2CCCCC2)C(=O)CNC(=O)c2ccco2)cc1	-4	5%	5%	-8%	-3	1%	29%	-19%
COc1cc(CNCc2ccccn2)ccc1OCC(=O)NC1CCCCC1	-21	5%	26%	0%	-25	-11%	/	-9%
OC(c1ccccc1)c1nc2ccccc2[nH]1 (stereo unspecified)	-2	11%	-2%	-8%	-20	-3%	3%	-1%
C[C@H](NC(=O)Nc1ccccc1F)C(=O)O	24	4%	22%	-2%	-3	0%	31%	-17%
COc1ccc(C(=O)CSc2nc(C)cc(C)c2C(=O)Nc2ccccc2C)cc1	-4	/	/	-5%	/	/	32%	-13%
CC(=O)NCC(=O)OCC(=O)c1ccc(Br)cc1	3	-2%	5%	3%	19	-1%	/	1%
O=C1[C@@H]2C(c3cccnc3)=NO[C@@H]2C(=O)N1c1ccc2ccccc2c1	0	3%	12%	-94%[inhibitor]	-3	-72%[inhibitor]	27%	?
Next part:
SMILES	D3 ag	EPAC2 ag	EPAC2 antag	Abeta rescue	DRD3 antagonist	aSyn rescue	FUS yeast rescue	TDP-43 yeast inh
COc1ccccc1OCCCc1c(C)n[nH]c1C	11	-5%	1%	-34%[inhibitor]	7	5%	19%	-37%[inhibitor]
CCOc1ccc(CC(=O)NC2CC(=O)N(c3ccc(C)c(C)c3)C2)cc1 (stereo unspecified)	9	/	/	3%	/	/	-13%	29%
Cc1ccc(CCNc2nc3c(S(=O)(=O)c4ccc(C)cc4)nnn3c3ccsc23)cc1	-26	/	/	-8%	/	/	-19%	-18%
O=C(CCCc1nc(-c2ccccc2Cl)no1)NCc1cccnc1	1	2%	5%	11%	16	0%	0%	8%
O=C1c2cccnc2C(=O)N1Cc1cccs1	1	6%	-9%	7%	?	3%	8%	22%
Cc1ccccc1-n1c(-c2ccc(=O)[nH]n2)n[nH]c1=S	-1	5%	12%	-1%	-21	-3%	10%	-20%
O=C(Nc1ccc2nc(-c3cccnc3)[nH]c2c1)c1ccccc1F	4	3%	-1%	10%	-5	2%	1%	4%
CN(Cc1nc2ccccc2[nH]1)C(=O)C1CCC(=O)N(C2CCCC2)C1 (stereo unspecified)	12	12%	21%	-9%	3	-7%	/	-17%
O=C1CN(C(=O)c2ccc(Br)o2)C(c2ccc(F)cc2)c2cc(F)ccc2N1 (stereo unspecified)	-9	19%	-3%	-13%	-30	7%	?	-20%
CC1(C)CC(c2nc(-c3ccc([N+](=O)[O-])cc3)cs2)CCO1 (stereo unspecified)	0	11%	5%	-9%	-6	-14%	17%	0%
COc1ccccc1Nc1nc(N2CCCC2)nc(N2CCOCC2)n1	/	3%	0%	-32%	/	/	-8%	/
CCOc1cc(CNCCCN2CCOCC2)ccc1OCC(=O)Nc1cccc2ccccc12	-20	10%	-3%	-28%	-14	3%	36%	-16%
CCOc1ccc2nc(-c3ccc(OC)c(OC)c3)cc(C(=O)O)c2c1	1	9%	6%	11%	?	-9%	-8%	4%
CCn1c(=O)c2cc(C(=O)NCCc3ccc(OC)c(OC)c3)sc2c2ccccc21	-8	/	/	4%	/	/	-20%	-1%

Reformatted with values under each structure: part of the list above
Every second line gives: D3 ag | EPAC2 ag | EPAC2 antag | Abeta rescue | DRD3 antagonist | aSyn rescue | FUS yeast rescue | TDP-43 yeast inh
C=CCN(CC=C)C(=S)NC(=O)c1ccc(C)c(Br)c1
→ -17 | 3% | -4% | 19% | -20 | 14µM* | / | ?
Cc1cc(Cl)nc(SCC(=O)c2ccccc2)n1
→ 6 | 15% | -13% | 13% | 3 | 10% | -17% | ?
Cc1c(C(=O)Nc2ccc3c(c2)OCCO3)oc2ccc(Br)cc12
→ 4 | 7% | -1% | 2% | 6 | -16% | / | 6%
Cc1ccc(S(=O)(=O)NCc2ccccc2)cc1C(=O)NCc1ccccn1
→ 9 | -3% | 8% | 4% | 5 | 0% | 10% | 4%

Source: PubChem BioAssay
